Screening data from PubChem.
GAA inhib = qHTS Assay for Inhibitors of Human alpha-Glucosidase as a Potential Chaperone Treatment of Pompe Disease | 200,000 compounds, 0.005% hits | purified human GAA, 4-MU-alpha-glucoside fluorescence | Lysosomal alpha-glucosidase (Homo sapiens), P10253 | Potency, µM (highest dose often 76.9 µM), for the others: at the highest dose activity change, negative = inhibition, usual class: inhibitors | AID 1466, 2008;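 also: plate controls were uninhibited enzyme wells for no effect and no-enzyme background for full effect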
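Compounds are titrated up to 77 uM against 4 nM human enzyme. Substrate 4-methylumbelliferyl-alpha-D-pyranoside (400 uM) reacts 20 min at room temperature in pH 5.0 buffer; liberated 4-methylumbelliferone is read at 440 nm.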
HTT cytoprotect = qHTS Multiplex Assay to Identify Dual Action Probes in a Cell Model of Huntington: Cytoprotection (ATP); 230,000 compounds, 0.14% hits; AID 1471, 2008; PC12 HTT-Q103 induced, cytoprotection, ATP luminescence, 40 h; Potency, µM (titrated, usually from 56.4 µM), inactives show cytoprotection (ATP increase), hits mostly activators;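 also: % of control where 0% means no effect; nearly all actives have a fitted effect of over 45% in size; toxic huntingtin expression switched on by the ecdysone agonist tebufenozide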
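ATP quantification (ATPlite) reports survival of PC12 cells in which tebufenozide, 100 nM final, switches on Htt exon 1 with 103 glutamines linked to GFP; compounds are titrated.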
GLA spleen mod = qHTS Assay for Inhibitors and Activators of Human alpha-Galactosidase From Spleen Homogenate | Alpha-galactosidase A (Homo sapiens), P06280 | human spleen homogenate, 4MU-alpha-Gal fluorescence, 40 min | Potency, µM (top dose mostly 80 µM), for inactives: at the highest dose activity change, negative = inhibition, actives largely listed as inhibitors | 240,000 compounds, 0.008% hits;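 also: 0% = enzyme with vehicle and -100% = no enzyme basal signal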
Target sequence (P06280 32-429 limits assumed): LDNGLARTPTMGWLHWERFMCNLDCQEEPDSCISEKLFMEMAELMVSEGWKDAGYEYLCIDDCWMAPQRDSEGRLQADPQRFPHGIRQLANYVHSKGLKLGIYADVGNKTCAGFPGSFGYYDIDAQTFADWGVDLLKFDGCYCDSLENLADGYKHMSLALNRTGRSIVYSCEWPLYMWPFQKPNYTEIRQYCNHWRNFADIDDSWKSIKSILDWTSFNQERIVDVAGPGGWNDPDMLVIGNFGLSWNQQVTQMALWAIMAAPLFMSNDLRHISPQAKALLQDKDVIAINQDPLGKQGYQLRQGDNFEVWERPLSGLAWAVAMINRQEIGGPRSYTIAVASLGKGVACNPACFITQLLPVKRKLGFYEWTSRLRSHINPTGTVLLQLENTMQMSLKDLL
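Fluorogenic readout (Ex 365/Em 440 nm) of 4-methylumbelliferone released from 1 mM 4-MU-alpha-galactoside by spleen homogenate, 40 min at 37C, pH 5.0. Data normalized to no-enzyme and enzyme controls; Hill-equation AC50 from compound titrations.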
Tau fluor cs = Counterscreen qHTS for Inhibitors of Tau Fibril Formation, Fluorescence Polarization; tau K18 P301L Alexa594 fluorescence, heparin fibrillization; Potency, µM (titrated, usually from 57.7 µM), inactives show at the highest dose activity change, negative = decrease; 280,000 compounds, 0.93% hits; AID 1463, 2008; also: % is scaled to controls: 0 for no effect and ±100 for the full control effect; nearly all actives have a fitted effect of over 55% in size
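Human tau K18 P301L (15 uM unlabeled, 0.24 uM Alexa 594-labeled) in 100 mM sodium acetate pH 7 with 20 uM heparin, 6 hr at 37 C. ThT 30 uM added, 1 hr ambient; Alexa 594 FP and total fluorescence read at 555/632 nm.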
Tau ThT inhib = qHTS for Inhibitors of Tau Fibril Formation, Thioflavin T Binding; AID 1460, 2008; Microtubule-associated protein tau (Homo sapiens), P10636; 270,000 compounds, 2.1% hits; recombinant tau K18 P301L (four-repeat tau fragment), heparin-induced fibrillization, ThT fluorescence; Potency, µM (titrated, usually from 57.4 µM), for the others: at the top dose activity, negative = inhibition, most hits filed as inhibitors; also: % is scaled to controls: 0 for no effect and ±100 for the full control effect; nearly all actives have a fitted effect of over 55% in size
Target sequence (P10636 561-689 P618L limits assumed): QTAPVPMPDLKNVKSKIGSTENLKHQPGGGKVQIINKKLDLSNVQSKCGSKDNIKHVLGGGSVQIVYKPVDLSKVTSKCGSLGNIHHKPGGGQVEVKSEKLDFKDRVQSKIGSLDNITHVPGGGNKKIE
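In this qHTS, human K18 P301L tau is incubated with compound and heparin for 6 hr at 37 C, and Thioflavin T fluorescence then reports fibril load.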
GAA glycogen mod = qHTS Assay for Inhibitors and Activators of Human alpha-Glucosidase Cleavage of Glycogen; recombinant GAA, glycogen substrate, Amplex Red glucose oxidase fluorescence; Potency, µM (doses to about 76.4 µM), inactives show at the top dose activity change, negative = inhibition, hits mostly inhibitors; 300,000 compounds, 0.38% hits;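 also: 0% = full enzyme reaction and -100% = no-enzyme basal signal; the screen sought inhibitors and activators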
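Recombinant human alpha-glucosidase (4 nM final) hydrolysed bovine liver glycogen (30 ug) for 40 min at 37 C in pH 5.0 citrate/phosphate with 0.01% Tween-20. Released glucose detected by glucose oxidase/Amplex Red, Ex 573/Em 610 nm. Compounds up to 77 uM; AC50 from Hill fits.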
Tau fibril FP = qHTS for Inhibitors of Tau Fibril Formation, Fluorescence Polarization; K18 P301L tau heparin fibrillization, Alexa594 FP, 6 h; Potency, µM (highest dose often 57.7 µM), for the others: at the top dose activity, negative = inhibition, hits mostly inhibitors; 280,000 compounds, 0.39% hits; also: % is scaled to controls: 0 for no effect and ±100 for the full control effect; nearly all actives have a fitted effect of over 55% in size
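Compound effects on tau fibrillization are measured by Alexa 594 fluorescence polarization (ex 555, em 632 nm). K18 P301L tau is used at 15 uM with 0.24 uM labeled tracer, and 20 uM heparin induces aggregation over 6 hr at 37 C.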
GAA spleen mod = qHTS Assay for Inhibitors and Activators of Human alpha-Glucosidase From Spleen Homogenate | Lysosomal alpha-glucosidase (Homo sapiens), P10253 | AID 2112, 2009 | 240,000 compounds, 0.006% hits | Potency, µM (doses to about 79.9 µM), for the others: at the top dose activity change, negative = inhibition, most hits filed as inhibitors | human spleen homogenate, 4-MU-alpha-glucoside fluorescence;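 also: 0% = enzyme with vehicle and -100% = no enzyme basal signal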
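Human spleen homogenate (1 ug) incubated with compounds and 1 mM 4-methylumbelliferyl-alpha-D-glucopyranoside in pH 5.0 citrate/phosphate buffer, 37 C, 40 min. Stopped at pH 10; 4-MU fluorescence (Ex 365/Em 440 nm); AC50 by Hill fit.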
An asterisk follows results filed as active; ? = inconclusive; . = no result given; & = joins results of further samples; [ ] = remark or other dose. Calls follow the shape of the dose curve; as a rule, active = well fitted curve in the direction sought with a large enough effect; inconclusive = small, poorly fitted or top-dose-only effect, or another doubt; inactive = no such curve, though single readings can be large; an effect the other way counts as inactive or inconclusive. Potency is read from the fitted curve at half-maximal effect. Random draw from the library (roughly 3.3% active in at least one column).

| item | Structure | GAA inhib | HTT cytoprotect | GLA spleen mod | Tau fluor cs | Tau ThT inhib | GAA glycogen mod | Tau fibril FP | GAA spleen mod |
| --- | --- | --- | --- | --- | --- | --- | --- | --- | --- |
| 1 | Cc1ccnc(SCC(=O)Nc2c(C)n(C)n(-c3ccccc3)c2=O)n1 | -5% | 4% | 2% | -8% | -7% | 4% | -3% | 4% |
| 2 | Cc1n[nH]c(C)c1Sc1ccccc1N=Cc1cc(Cl)cc([N+](=O)[O-])c1O | -3% | 16%[10 µM] | -8% | -16% | 10µM* | -3% | 1% | -6% |
| 3 | CCc1noc(C)c1C(=O)Nc1nc(-c2ccc(Cl)cc2Cl)cs1 | ? | -14%[10 µM] | 7% | -22% | ? | -1% | 6% | -16% |
| 4 | Cc1ccc(OCC(=O)N/N=C\c2ccco2)c(C)c1 | 0% | -20% | -6% | -8% | -13% | -6% | -5% | -14% |
| 5 | O=C(Cc1cccs1)N(Cc1cccs1)C1(C(=O)NC2CCCC2)CCCCC1 | -1% | 5% | -9% | -3% | -15% | -1% | 5% | 2% |
| 6 | CCOC(=O)NC(=O)CSc1nnc(C2CC2)n1Cc1ccco1 | -1% | 21%[10 µM] | 0% | 0% | -5% | 1% | 0% | 0% |
| 7 | COc1cc2c(cc1NC(=O)Cc1ccc(C)cc1)oc1ccccc12 | 1% | 27%[10 µM] | -2% | ? | ? | -4% | -14% | -2% |
| 8 | COC(=O)CN(C#N)c1nc(N(C)C)nc(N(C)C)n1 | 2% | -9% | 3% | -4% | -12% | 9% | -7% | 3% |
| 9 | O=C(O)c1cc2c(o1)CCC/C2=N\O | 1% | -8% | -1% | 0% | -4% | -7% | 1% | -4% |
| 10 | Cn1cccc1C(=O)OCC(=O)Nc1ccc2c(c1)CCC2 | -5% | 12% | 0% | -18% | -15% | 9% | -14% | 4% |
| 11 | Cc1cc(Br)ccc1OCC(=O)N(Cc1nc(-c2ccccc2)no1)C(C)C | -4% | 9%[10 µM] | 0% | -17% | -15% | -9% | 3% | -7% |
| 12 | CC(C)C(=O)NCC1(N(C)C)CCCCC1 | . | . | . | 7% | 9% | 9%[76.3 µM] | 1% | . |
| 13 | CC(=O)OC(C(=O)NC1CCCCC1)c1ccc(C#N)cc1 (configuration not stated) | -2% | -7% | 2% | -2% | -6% | 6% | -2% | -6% |
| 14 | CCOC(=O)c1ccc(Nc2cc(C)nc3nc(C)nn23)cc1 | -11% | -4% | -9% | -8% | -8% | -7% | -2% | -4% |
| 15 | O=C(CSc1ccc(-c2cccs2)nn1)N1CCCCC1 | 10% | -2%[10 µM] | -2% | 1% | -2% | 8% | 0% | -1% |
| 16 | CNc1ccc(/C=C/C(=O)c2ccc(C)cc2)cc1[N+](=O)[O-] | -4% | -1%[10 µM] | 1% | -23% | 3.2µM* | 8% | 2% | -2% |
| 17 | O=C(/C=C/c1ccco1)Nc1ccccc1C(=O)O | 1% | -170%[inhibitor] | -3% | -3% | ? | -7% | -16% | 6% |
| 18 | CCOC(=O)Nc1oc2ccccc2c(=O)c1C | 6% | 13%[10 µM] | 1% | 1% | 3% | 5% | 6% | 1% |
| 19 | O=C(Nc1ccncc1)c1cccc2ccccc12 | -3%[15.4 µM] | 5%[10 µM] | 7% | -3% | -9% | 6% | 4% | 1% |
| 20 | COc1cc(/C=C/C(=O)Nc2nc3ccc(S(=O)(=O)N(C)C)cc3s2)cc(OC)c1OC | 1% | -16%[10 µM] | 1% | -5% | 1% | -8% | -7% | -16% |
| 21 | Cn1c(N)c(C(=O)CSc2nc(N)cc(N)n2)c(=O)n(C)c1=O | 4% | 0% | 4% | 3% | 0% | 1% | 9% | 5% |
| 22 | CC1Cc2ccccc2N1C(=O)c1ccc2c(c1)nnn2C (configuration not stated) | -17% | 4%[0.074 µM] | 3% | 8% | 4% | 3% | -2% | -1% |
| 23 | Cc1ccc(/C=[N+](/C)[O-])cc1 | 4% | -4%[10 µM] | 9% | -5% | -9% | -11% | -7% | 5% |
| 24 | COCCCNC(=O)CN1C(=O)COc2ccc(S(=O)(=O)N3CCOCC3)cc21 | . | . | . | -29% | ? | 2%&1%[76.3 µM] | -2% | . |
| 25 | O=C(O)C1CCCCC1C(=O)Nc1cccc(Cl)c1Cl (configuration not stated) | 0% | -2% | -1% | -2% | -2% | 4% | -7% | -8% |
| 26 | CCOc1ccc(NC(=O)C(C)SC(N)=O)cc1 (configuration not stated) | -1% | -6% | 6% | -20% | ? | -24% | ? | 4% |
| 27 | Cc1cc(N2CCN(S(=O)(=O)c3ccc(Br)cc3)CC2)n2ncnc2n1 | ? | 18%[10 µM] | 4% | 17% | 6% | 8% | -9%[2.34 µM] | 0% |
| 28 | O=C(NCC1CCCO1)C1CCN(C(=O)c2ccc(Br)cc2)CC1 (configuration not stated) | 6% | 13%[10 µM] | -6% | -6% | -8% | -2% | 0% | -16% |
| 29 | COc1ccc2nc(SCC(=O)NC(C)(C)C)[nH]c2c1 | -1% | 8%[4.97 µM] | -6% | -1% | -4% | 6% | -5% | -3% |
| 30 | Cc1ccc(S(=O)(=O)N2CCC(C(=O)NCCN3CCCCCC3)CC2)cc1 | -18% | -3%[10 µM] | 0% | -12% | -13% | 12% | -4% | -12% |
| 31 | Fc1cc2ncn(Cc3ccccc3)c2cc1F | 2% | -9% | -9% | -5% | -3% | -5% | -4% | -19% |
| 32 | NC(=O)/C(=C\c1cccnc1)NC(=O)c1ccccc1 | -7% | -17% | 0% | -8% | -4% | 3% | -15% | . |
| 33 | Cc1ccc(NC(=O)Nc2sc(=S)n(C)c2C)cc1 | 0% | -4% | -6% | ? | ? | 25µM* | 14% | -7% |
| 34 | COc1cc(SC)ccc1C(=O)N(C)Cc1ccccc1 | ? | 2% | 1% | 0% | -5% | 11% | 2% | -5% |
| 35 | OCCNC(=S)Nc1ccc2nsnc2c1 | -3% | -20% | 3% | -3% | -9% | -4% | -8% | -17% |
| 36 | O=C(O)c1ccc(-c2nc(-c3ccccc3)cs2)cc1 | -8% | -56%[inhibitor] | 1% | 0% | 1% | -1% | 7% | . |
| 37 | O=C(CSc1nc2ncc(Br)cc2[nH]1)Nc1ccc2c(c1)OCO2 | -1% | -21% | -11% | -16% | ? | 13% | -4% | -3% |
| 38 | Cc1nc(SCC(=O)NCc2ccccc2)c2oc3ccccc3c2n1 | -9% | -10% | -3% | -13% | -15% | 5% | -13% | 0% |
| 39 | Cc1ccccc1NC(=O)c1ccc2c(c1)C(=O)N(CCC(C)C)C2=O | -2% | -2% | 11% | -9% | -13% | 7% | -6% | 2% |
| 40 | Cc1oc(-c2cccc3ccccc23)nc1CN1CCC[C@H]1CO | 2% | -6%[10 µM] | -1% | -6% | -11% | -11% | 6% | -8% |
| 41 | COc1ccc(/C=C/C(=O)Oc2ccc(/C=N/NC(=O)COc3c(C)cccc3C)cc2)cc1 | 3% | 20%[10 µM] | 1% | -3% | -19% | 3% | -4% | -33% |
| 42 | O=C(CSc1nc(-c2ccccc2)c(-c2ccccc2)[nH]1)NCCN1C(=O)CSC1=O | -7% | -18% | 9% | -9% | -13% | 2% | -3% | 8% |
| 43 | COc1ccc(NC(=O)Cn2c(=O)c3ccccc3n3nncc23)c(OC)c1 | . | . | . | -3% | 4% | 9%[76.3 µM] | 1% | . |
| 44 | COc1ccc(Nc2cc(C(=O)NCc3cccs3)c3ccccc3n2)cc1 | . | . | . | ? | -6% | -9%[76.3 µM] | 7% | . |
| 45 | O=C(N/N=C/c1cccc2cccnc12)[C@H]1C[C@@H]1c1ccccc1 | . | 24%[10 µM] | 1% | -19% | -10% | -1% | -1% | 1% |
| 46 | Cc1nccn1CC(=O)N/N=C/c1cc(Br)cs1 | . | -1%[10 µM] | 5% | -3% | -4% | 3% | 6% | -2% |
| 47 | Cc1ccc(OCC(=O)NC2CCCc3ccccc32)c(C)c1 (configuration not stated) | 0% | 2%[10 µM] | -2% | -8% | -13% | 5% | -4% | -10% |
| 48 | C[C@@H]1O[C@@H](Oc2c(-c3cc(O)c(O)c(O)c3)oc3cc(O)cc(O)c3c2=O)[C@H](O)[C@H](O)[C@H]1O | -3%[15.4 µM] | . | 22%&-12% | ? | ? | 3.2µM* | ? | -2%&-17% |
| 49 | COc1ccc(CC(CC(=O)O)C(=O)NCc2ccccc2)cc1 (configuration not stated) | ? | 7%[10 µM] | 4% | 8% | 3% | -9% | -7% | -1% |
| 50 | CCn1c(SCC(=O)Nc2ccc(OC)c(OC)c2)nnc1-c1ccco1 | . | -8%[10 µM] | 2% | 0% | -4% | 1% | -4% | -4% |
| 51 | CC(=O)NCCOc1cccc2ccccc12 | -9% | -10%[0.074 µM] | 8% | 2% | -6% | -1% | 6% | 9% |
| 52 | CCSc1ccc(NC(=O)c2cccnc2)cc1 | -1% | -21% | -2% | -5% | -7% | 1% | 7% | ? |
| 53 | Cc1[nH]n2c(=O)cc(Cc3ccccc3)nc2c1C#N | -11% | 26%[10 µM] | 3% | -3% | -8% | 3% | 7% | 13% |
| 54 | O=C(c1ccoc1)N1CCC2(CC1)Oc1ccc(F)cc1C(=O)C21CC(c2ccc(Cl)cc2)=NO1 (configuration not stated) | . | 9%[10 µM] | -1% | 2% | -2% | 1% | -4% | -7% |
| 55 | CSc1nc(-c2ccccc2)nc(N2CCN(C)CC2)c1C(C)=O | -5% | -3% | -6% | -15% | -7% | 6% | -14% | 0% |
| 56 | CCC(=O)N(CC)c1nc(-c2ccc(OC)cc2)cs1 | 0% | -5% | -4% | -26% | ? | -1% | -7% | 0% |
| 57 | COc1ccccc1/C=C/c1nc(C#N)c(NC2CCCCC2)o1 | . | . | . | ? | ? | ? | 13% | . |
